High-throughput results as filed in PubChem BioAssay.
FAS TE block = inhibitors of human fatty acid synthase thioesterase domain | inhibition, % at 15 µM | recombinant FAS-TE, OMFH fluorogenic substrate, fluorescence endpoint | 360,000 tested, 0.67% active | P49327 | AID 602261;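 active = compounds whose normalised, plate-corrected inhibition of enzyme fluorescence in the single-dose primary screen is 50% or more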;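 also: 0% = DMSO with enzyme and 100% = substrate without enzyme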
Target sequence (P49327 whole entry, looked up, the tested form may be a part): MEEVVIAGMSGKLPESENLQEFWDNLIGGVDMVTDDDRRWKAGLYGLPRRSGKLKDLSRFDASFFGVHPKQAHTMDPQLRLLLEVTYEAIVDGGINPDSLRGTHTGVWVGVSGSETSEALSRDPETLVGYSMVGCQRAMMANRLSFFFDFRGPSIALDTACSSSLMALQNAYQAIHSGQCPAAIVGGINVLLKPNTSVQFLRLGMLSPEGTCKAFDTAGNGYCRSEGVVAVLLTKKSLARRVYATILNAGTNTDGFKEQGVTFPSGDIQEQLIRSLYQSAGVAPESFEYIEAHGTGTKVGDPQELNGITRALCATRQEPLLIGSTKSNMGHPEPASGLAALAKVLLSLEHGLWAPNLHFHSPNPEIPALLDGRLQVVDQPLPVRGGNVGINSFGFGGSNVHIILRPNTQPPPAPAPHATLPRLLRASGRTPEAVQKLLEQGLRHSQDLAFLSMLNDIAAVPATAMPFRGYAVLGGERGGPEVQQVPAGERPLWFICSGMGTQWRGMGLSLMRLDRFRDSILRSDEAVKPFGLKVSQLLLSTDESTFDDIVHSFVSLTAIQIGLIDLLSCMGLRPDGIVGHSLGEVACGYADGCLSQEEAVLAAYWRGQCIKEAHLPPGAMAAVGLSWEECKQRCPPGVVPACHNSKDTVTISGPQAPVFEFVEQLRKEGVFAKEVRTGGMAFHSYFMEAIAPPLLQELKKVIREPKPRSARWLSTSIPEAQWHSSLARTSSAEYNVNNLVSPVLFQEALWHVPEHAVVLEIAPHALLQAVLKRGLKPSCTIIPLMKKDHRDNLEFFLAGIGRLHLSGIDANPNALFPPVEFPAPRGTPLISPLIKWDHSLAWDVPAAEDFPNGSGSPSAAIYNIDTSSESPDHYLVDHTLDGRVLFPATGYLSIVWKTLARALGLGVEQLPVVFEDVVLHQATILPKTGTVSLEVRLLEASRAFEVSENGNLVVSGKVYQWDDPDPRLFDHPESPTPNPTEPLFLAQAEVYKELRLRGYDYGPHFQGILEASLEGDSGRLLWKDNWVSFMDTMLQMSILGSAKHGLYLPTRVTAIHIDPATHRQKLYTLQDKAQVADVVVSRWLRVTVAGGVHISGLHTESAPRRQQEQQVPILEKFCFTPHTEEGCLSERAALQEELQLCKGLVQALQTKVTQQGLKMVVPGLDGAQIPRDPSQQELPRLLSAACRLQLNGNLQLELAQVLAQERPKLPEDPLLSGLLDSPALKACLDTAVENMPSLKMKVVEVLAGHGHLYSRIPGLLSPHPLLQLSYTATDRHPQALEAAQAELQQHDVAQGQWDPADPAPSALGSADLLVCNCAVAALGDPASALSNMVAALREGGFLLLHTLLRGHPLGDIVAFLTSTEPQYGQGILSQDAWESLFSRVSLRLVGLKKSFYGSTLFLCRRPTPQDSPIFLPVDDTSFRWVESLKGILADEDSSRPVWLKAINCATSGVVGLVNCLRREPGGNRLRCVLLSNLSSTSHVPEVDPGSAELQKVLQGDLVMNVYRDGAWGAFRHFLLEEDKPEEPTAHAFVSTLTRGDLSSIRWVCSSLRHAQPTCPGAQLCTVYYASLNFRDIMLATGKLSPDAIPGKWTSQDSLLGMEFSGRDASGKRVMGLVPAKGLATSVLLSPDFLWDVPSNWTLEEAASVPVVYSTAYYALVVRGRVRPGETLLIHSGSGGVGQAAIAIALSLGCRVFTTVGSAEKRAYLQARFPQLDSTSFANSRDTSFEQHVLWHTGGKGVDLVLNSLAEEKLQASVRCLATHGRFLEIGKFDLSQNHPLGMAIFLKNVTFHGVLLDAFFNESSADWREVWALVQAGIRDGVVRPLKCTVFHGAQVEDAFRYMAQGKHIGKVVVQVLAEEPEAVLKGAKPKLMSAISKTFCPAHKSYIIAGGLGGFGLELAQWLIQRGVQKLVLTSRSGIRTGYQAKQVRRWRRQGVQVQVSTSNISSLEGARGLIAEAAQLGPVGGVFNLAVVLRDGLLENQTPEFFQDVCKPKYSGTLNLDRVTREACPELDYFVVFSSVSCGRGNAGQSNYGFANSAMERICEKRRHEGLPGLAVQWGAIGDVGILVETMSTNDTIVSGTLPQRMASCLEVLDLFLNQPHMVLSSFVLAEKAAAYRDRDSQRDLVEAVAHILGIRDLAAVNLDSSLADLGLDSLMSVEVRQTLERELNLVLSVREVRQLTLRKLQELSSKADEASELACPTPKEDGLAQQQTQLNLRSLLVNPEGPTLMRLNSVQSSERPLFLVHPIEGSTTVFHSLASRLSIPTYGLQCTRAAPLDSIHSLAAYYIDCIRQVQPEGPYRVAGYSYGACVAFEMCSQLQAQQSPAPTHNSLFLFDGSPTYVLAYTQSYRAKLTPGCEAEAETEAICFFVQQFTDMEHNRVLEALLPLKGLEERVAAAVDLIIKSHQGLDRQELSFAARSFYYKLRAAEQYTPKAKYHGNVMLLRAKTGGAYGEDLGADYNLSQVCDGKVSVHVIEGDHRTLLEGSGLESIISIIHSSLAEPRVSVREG
MsrA act = bovine methionine sulfoxide reductase A activation; purified bovine MsrA, absorbance read-out; activation, % at 10.6 µM; 360,000 tested, 0.3% active; in the data active = activation above about 7.5%;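 also: 0% = vehicle and 100% = reference activator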
Rin1 Abl inh = inhibitors of human Rin1-Abl protein interaction; P00519+Q13671; TR-FRET Rin1/Abl binding, biochemical; inhibition, % at 7.35 µM; 360,000 tested, 0.4% active; in the data active = inhibition above about 5%, passing the limit was not always enough
eLon inh = inhibitors of E. coli Lon protease | purified E. coli Lon protease, fluorescence polarization | inhibition, % at 7.94 µM | 360,000 tested, 0.42% active; in the data active = inhibition above about 13%, passing the limit was not always enough;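 also: 0% = enzyme with probe and DMSO and 100% = no enzyme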
Neddyl block = inhibitors of human cullin neddylation; P61081+Q13564; TR-FRET cullin neddylation, biochemical; calls only at 25 µM; 360,000 tested, 0.58% active; in the data active = inhibition above about 36%
SKN-1 block = inhibitors of C. elegans SKN-1; C. elegans VP596 Pgst-4::GFP/RFP ratio, acrylamide-induced, 24 h; inhibition, % at 21.8 µM; 360,000 tested, 0.49% active; AID 624304;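 active = interference check ratio from 0.5 to 1.5 plus GFP to RFP signal ratio inhibition reaching or exceeding a fixed threshold, cut at about 30% in these data, passing the limit was not always enough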; also: some compounds called inactive have numbers as strong as hits
MsrA inhibitor = bovine MsrA inhibition. inhibition, % at 15.5 µM. 360,000 tested, 0.75% active. purified bovine MsrA, absorbance read-out; in the data active = inhibition above about 4.5%;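 also: 0% = vehicle wells with enzyme and 100% = reference inhibitor wells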
MT1-MMP act inh = blocks activation of human MT1-MMP | P50281 | HT1080 RFP-PRO-GFP cells, GFP/RFP ratio fluorescence, overnight; percent of plate control window, DMSO zero | GFP/RFP ratio change, % at 20 µM | 360,000 tested, 0.061% active;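 active = GFP/RFP ratio change of at least 30% with cell ATP level not reduced by more than half and red fluorescence within 50% of control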; also: strong numbers were not always called active
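Assay system: HT1080 RFP-PRO-GFP cells. Benchmarks: DMSO vehicle wells and RFP-L50D-GFP reporter cell wells. Times: overnight cell settling, then overnight compound exposure, 37 °C, 5% CO2. Compound: 20 µM single dose, 1% DMSO. Read-out basis: GFP/RFP fluorescence ratio.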
CendR NRP1 mod = NRP-1/CendR interaction modulation. O14786. FAM-RPARPAR peptide binding to NRP-1, fluorescence polarization. inhibition, % at 25 µM. 360,000 tested, 0.85% active;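 active = inhibition or corrected inhibition above about 18%, plus a signal ratio from 0.5 to 1.5, limit read from the data, passing the limit was not always enough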; also: strong numbers were not always called active
* marks the source's active call; other numbers are inactive results; i = inactive; x = not tested or not shown; + = active, no number.

SMILES | FAS TE block | MsrA act | Rin1 Abl inh | eLon inh | Neddyl block | SKN-1 block | MsrA inhibitor | MT1-MMP act inh | CendR NRP1 mod
O=C(OC(C(=O)Nc1ccc(Cl)cc1C(F)(F)F)c1ccccc1)C1=COCCO1 (centres undefined) | 2 | -1 | -1 | 6 | i | -5 | -0.1 | 11 | 9
O=C1NC2C3CC(c4ccccc43)C12 (centres undefined) | -5 | -3 | 4 | -3 | i | -9 | 0.4 | 1 | 0
O=C(CN1CCOCC1)Nc1ccc(S(=O)(=O)NC2CCCCC2)cc1 | -4 | -1 | -2 | -4 | i | 14 | -1.0 | 3 | 2
CCCn1c(=O)c2c(nc(Br)n2CCC)n(C)c1=O | -2 | 0 | -2 | -3 | i | -24 | -0.6 | 7 | 0
O=C(/C=C/c1c(F)cccc1Cl)Nc1ccncc1 | -13 | -1 | -3 | 2 | i | 5 | 0.3 | -12 | -12
COc1ccc(C(Cl)=C(C=O)c2ccc(OC)c(OC)c2)cc1OC | -9 | -14 | 3 | 3 | i | 21 | 1.5 | x | -8
Cc1c(CNCc2cccs2)c(C(=O)O)c(C)n1Cc1ccccc1 | -4 | 6 | 0 | 0 | i | -12 | 1.1 | -2 | 8
CCOC(=O)CSc1nc2ccccc2n2c(C)nnc12 | -2 | -4 | -2 | -17 | i | 6 | 2.7 | 2 | 1
CCN1CCC2(CC1)N=C(c1ccc(F)cc1)C(=S)N2 | -1 | -1 | 4 | 1 | i | 1 | -1.0 | 0 | -9
CC1CCCCC1NC(=S)NC(=O)c1ccccc1Cl (centres undefined) | 24 | -10 | 1 | 6 | i | -8 | 1.7 | 3 | 7
Cc1nn(C)c(C)c1CCC(=O)N1CCCC(Nc2ccc(C(C)C)cc2)C1 (centres undefined) | -5 | -1 | 0 | 7 | i | 12 | -0.5 | -1 | 3
CCC(=O)N1CCC(c2ccc(OC)cc2)=N1 | 8 | -3 | 2 | 2 | i | 4 | -0.3 | -1 | -4
COC(=O)[C@@]1(C)[C@H]2C(=O)N(C)C(=O)[C@H]2[C@H]2CN=C(SCC(=O)c3ccccc3)N21 | -9 | -4 | 0 | -3 | i | -14 | -0.8 | 8 | -6
Oc1ccc(-c2nc3ccccc3s2)cc1 | 1 | -2 | -17 | 4 | x | -11 | 0.5 | -2 | -30
O=C(CC(c1ccccc1)c1ccccc1O)NCc1ccccc1Cl (centres undefined) | 2 | -2 | -3 | -16 | i | 7 | 0.3 | -10 | -2

An excerpt from above in order of molar mass, rising.
SMILES | FAS TE block | MsrA act | Rin1 Abl inh | eLon inh | Neddyl block | SKN-1 block | MsrA inhibitor | MT1-MMP act inh | CendR NRP1 mod
CC1CCCCC1NC(=S)NC(=O)c1ccccc1Cl (centres undefined) | 24 | -10 | 1 | 6 | i | -8 | 1.7 | 3 | 7
CCCn1c(=O)c2c(nc(Br)n2CCC)n(C)c1=O | -2 | 0 | -2 | -3 | i | -24 | -0.6 | 7 | 0
O=C(CC(c1ccccc1)c1ccccc1O)NCc1ccccc1Cl (centres undefined) | 2 | -2 | -3 | -16 | i | 7 | 0.3 | -10 | -2
O=C(CN1CCOCC1)Nc1ccc(S(=O)(=O)NC2CCCCC2)cc1 | -4 | -1 | -2 | -4 | i | 14 | -1.0 | 3 | 2
COC(=O)[C@@]1(C)[C@H]2C(=O)N(C)C(=O)[C@H]2[C@H]2CN=C(SCC(=O)c3ccccc3)N21 | -9 | -4 | 0 | -3 | i | -14 | -0.8 | 8 | -6

Continuation.
SMILES | FAS TE block | MsrA act | Rin1 Abl inh | eLon inh | Neddyl block | SKN-1 block | MsrA inhibitor | MT1-MMP act inh | CendR NRP1 mod
C[C@@H]1CN([C@H](C)CO)S(=O)(=O)c2ccc(C#CCN(C)C)cc2O[C@@H]1CN(C)Cc1ccccc1F | 11 | -1 | 3 | 1 | i | -15 | -0.8 | 3 | -2
N#Cc1c(-c2ccncc2)cc(-c2ccc(F)cc2)nc1N | 1 | -7 | 2 | 3 | x | 5 | 0.3 | -1 | -4
CCn1c(NCc2cccc(OC)c2OC)nc2ccccc21 | -3 | -1 | 4 | 0 | i | -10 | 1.0 | 1 | 11
COc1ccc(CN2CCSCC2)c(C)c1C | 0 | -4 | 1 | 10 | i | 4 | 1.6 | 4 | 1
CC(=O)C1=C(C)Nc2ncnn2C1c1ccc(Br)cc1 (centres undefined) | -6 | -4 | -1 | -4 | i | -5 | 0.1 | 8 | 3
CC1(C(=O)NC(=S)N(CCC#N)c2ccccc2)CC1(Cl)Cl (centres undefined) | -7 | -3 | -3 | -7 | i | -6 | -1.1 | 2 | -5
COc1ccccc1-n1cnc2cc(NS(=O)(=O)c3ccccc3)ccc21 | 0 | -8 | 5 | -5 | i | 16 | 0.6 | -7 | -7
Fc1cccc(CSc2nc3ncc(Cl)cc3[nH]2)c1 | -3 | -2 | 1 | 4 | i | -1 | 0.8 | -4 | 5
Cc1ccc(Oc2ccc(S(=O)(=O)N3CCOCC3)cc2C(N)=O)c(-n2nc3ccccc3n2)c1 | -2 | 0 | -4 | 6 | + | 8 | 0.4 | 6 | -5
COc1ccc(SC[C@H](C)CN2CC[C@H](C)CCC2=O)cc1 | 5 | -1 | 0 | 5 | i | 14 | -0.4 | 5 | 12
O=C(Cn1cnc2c(nnn2Cc2ccc(Cl)cc2)c1=O)OCc1ccccc1 | 0 | -1 | 4 | -7 | i | 8 | -0.5 | 4 | -9
CSc1nc(SCC(N)=O)c2c3c(sc2n1)CN(C)CC3 | 2 | -14 | -12 | 1 | i | -18 | 3.7 | -7 | 9
CCOC(=O)CC(=O)Nc1cc(Cl)ccc1O | -6 | -3 | 4 | 0 | i | -1 | 0.4 | 2 | -2
COc1ccc(C)cc1NC(=O)c1nn(C)c(C(=O)Nc2cc(C)ccc2OC)c1[N+](=O)[O-] | 21 | -4 | -2 | 11 | i | 10 | 3.2 | -3 | -1
CC1CCN(C(=O)CN(Cc2ccccc2)S(C)(=O)=O)CC1 | -1 | -3 | 3 | -8 | i | -8 | -1.1 | -1 | 3
CC(C)=CCSc1nnc([C@@H](NC(=O)OC(C)(C)C)C(C)C)o1 | -1 | 0 | -5 | -5 | i | 1 | -1.2 | 0 | 6
COc1ccc(OC)c(C(O)c2ncc(-c3cccc4ccccc34)[nH]2)c1 (centres undefined) | -3 | -14 | 1 | -1 | i | -15 | -0.2 | -6 | -10
COc1cccc(OC)c1C(=O)OCC(=O)NC1CCCCCC1 | -5 | -3 | 2 | -4 | i | 8 | -0.9 | -4 | -7
OC(CN1CCN(c2cccc(Cl)c2)CC1)C(c1ccccc1)c1ccccc1 (centres undefined) | 26 | -6 | -2 | -1 | i | -2 | -0.7 | 4 | -1
Nc1nc(-c2ccc(Cl)cc2)nn1C(=O)c1cccnc1 | -2 | -3 | 2 | 3 | i | 1 | 0.4 | 2 | 5
O=C(CSCCO)Nc1cccc([N+](=O)[O-])c1 | -8 | -3 | 2 | -4 | i | -4 | -0.1 | 4 | 2
O=C(COc1ccccc1)NCC(c1ccco1)N1CCN(c2ccccc2F)CC1 (centres undefined) | 14 | -4 | -2 | -9 | i | 2 | 0.5 | -5 | 14
Cc1ccc(C(=O)N2CCN(C34CC5CC(CC(C5)C3)C4)CC2)o1 | -8 | 4 | 1 | 7 | i | 17 | -0.1 | 0 | 25*
Cc1ccc(S(=O)(=O)NN=Cc2ccc(N3CCOCC3)cc2)cc1[N+](=O)[O-] | 3 | -5 | 1 | 2 | i | 10 | 3.5 | -2 | -12
COc1cccc(CCNC(=O)c2ccc(C#N)cc2)c1 | -12 | -2 | 2 | 0 | i | 9 | -0.8 | -2 | 4
Cc1ccc(Cl)cc1NC(=O)CC1NC2CCCCC2NC1=O (centres undefined) | -2 | 0 | 1 | 11 | i | -14 | 0.5 | 3 | 4
CCc1nnc(NS(=O)(=O)c2ccc(NCc3cc(Cl)ccc3O)cc2)s1 | -1 | -1 | 1 | -7 | i | 7 | 0.9 | 3 | -15
CC1CCCCN1S(=O)(=O)c1cccc(S(=O)(=O)N2CCOCC2)c1 (centres undefined) | 0 | -3 | -1 | -1 | i | -18 | -0.3 | -1 | 6
Cn1c(=O)c(-c2ccccc2)c(O)c2ccccc21 | -6 | -6 | -5 | 2 | i | 5 | 0.3 | -2 | 12
O=C(Nc1ccc(OCc2ccccc2)cc1)c1cccs1 | 9 | -8 | -3 | 2 | i | 9 | -0.9 | 5 | 6
CC1(C)CC(=O)C(C=NCCN2CCN(C3CC(=O)N(c4cccc(Br)c4)C3=O)CC2)=C(O)C1 (centres undefined) | -4 | -3 | 1 | 2 | i | 19 | 0.9 | -1 | -4
O=C(CSc1nnnn1-c1ccc2c(c1)OCCO2)OC1CCCCC1 | 17 | -10 | 0 | 3 | i | -27 | -1.3 | 7 | -2
O=C(COc1cccc2ccccc12)N/N=C/c1ccc(Sc2nc3ccccc3s2)o1 | 19 | 3 | 1 | -6 | i | -19 | -0.3 | -4 | -2
CCn1nc(C(=O)OCC(=O)Nc2nc(-c3ccc(OC)cc3)cs2)c2ccccc2c1=O | 46 | -4 | 3 | -5 | i | 12 | -0.9 | 6 | -7
COc1ccc(CCNC(=O)C(=O)NCc2ccc(C(C)C)cc2)cc1OC | -21 | -2 | -3 | -1 | i | -11 | 0.1 | -4 | -10
CCc1ccc(C2=Nn3c(nnc3-c3cccs3)SC2)cc1 | 17 | -3 | -2 | -9 | i | 4 | 0.4 | -5 | -1
CCc1cccc(OCC(=O)Nc2ccc(C(=O)O)cc2NC(=O)COc2cccc(CC)c2)c1 | 40 | 2 | 1 | -4 | i | -1 | -1.2 | 5 | -2
COCCNC(=O)/C(C#N)=C/C=C/c1ccccc1[N+](=O)[O-] | -6 | -4 | -4 | -8 | i | -4 | 3.6 | -38 | -34
Cc1onc(-c2ccccc2)c1C(=O)N/N=C/c1cc(Br)c(O)c(Br)c1 | -1 | 0 | -1 | 2 | i | 7 | 4.2 | 10 | -13
O=C(c1c(Cl)cccc1Cl)N1CCN(c2ccccn2)CC1 | 1 | -10 | 1 | 4 | i | -15 | -0.4 | 2 | -7
CC1CCCN(CC(O)COc2ccc3c(c2)OCO3)C1 (centres undefined) | -6 | -7 | 3 | -6 | i | 0 | 1.1 | 2 | 5
Cc1cccn2c(=O)c3cc(C(=O)NCCCOC(C)C)sc3nc12 | 8 | -4 | -2 | -12 | x | -4 | 1.5 | 0 | 2
COc1cccc(C2=CC(=O)CC(c3ccco3)C2)c1 (centres undefined) | 0 | -4 | 3 | -9 | i | -27 | 0.9 | -10 | 0
CC(C)CC(NC(N)=O)C(=O)NCCc1ccc(Cl)cc1Cl (centres undefined) | 5 | -3 | 1 | 0 | i | 10 | 1.8 | -4 | 5
Cn1c(=O)c2cc(NC(=O)NCc3ccc(Cl)cc3Cl)ccc2n1Cc1ccc(F)cc1 | 13 | -1 | 2 | -2 | x | 9 | 1.9 | -2 | -1
CC(C)CN(C(=O)CN1CCc2ccccc21)c1c(N)n(CC(C)C)c(=O)[nH]c1=O | -5 | -2 | 0 | -72 | i | 19 | -1.1 | -11 | -62
CCOC(=O)N1CCN(C(=O)CSc2ncccn2)CC1 | -8 | 1 | 0 | -10 | i | 14 | -0.3 | 3 | 0
CCNc1nc(NCC)n2c(SC(C(=O)Nc3cc(C)ccc3OC)c3ccccc3)nnc2n1 (centres undefined) | 3 | 1 | -2 | -1 | i | -1 | 0.4 | 1 | -4
CC(C)[C@@H](CO)NC(=O)[C@H]1O[C@@H](n2cnc3c(N)ncnc32)[C@H](O)[C@@H]1O | -6 | -6 | 3 | -13 | i | 8 | -1.6 | 0 | 10
CC1(N=Cc2cc(Cl)ccc2O)COP(=O)(NC2CCCC2)OC1 (centres undefined) | -5 | -4 | 6 | 4 | i | 23 | -1.0 | 1 | 14
CC(O)CNCCCCOc1ccc(OCc2ccccc2)cc1 (centres undefined) | 5 | -4 | -3 | 8 | i | -9 | 0.0 | 7 | 0
